M1AAP inhibition: P. falciparum M1AAP inhibitors, biochemical, fluorogenic H-Leu-NHMec substrate, 1536-well (AID 1445); recombinant M1AAP, H-Leu-NHMec fluorogenic kinetic assay; higher % means a stronger effect; one-dose inhibition, % at 30 µM; IC50 in µM for titrated hits; 220,000 tested, 0.42% active;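 active = primary inhibition above the hit cutoff, then over 50% inhibition at one or more dose response concentrations, cut at about 23% in these data, passing the limit was not always enough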;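 also: plate controls were DMSO full reaction for no effect and no enzyme background for full effect; strong numbers were not always called active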
TNAP activators: stimulation of alkaline phosphatase TNAP activity – biochemical, luminescent, no phosphate acceptor, uHTS, primary screen (AID 1001); activation fold at 20 µM, or EC50 in µM where a hit was titrated; purified TNAP, luminescent activation assay, no phosphate acceptor; higher activation fold means a stronger effect; 200,000 tested, 0.03% active; in the data active = activation fold from about 3, or a potency from the dose series; inactive = the rest, 99 in 100 with activation fold below about 1.6; also: many of its hits are not listed in these tables
Myeloid diff 2: promotes myeloid progenitor differentiation. AID 624256. calls only at 10 µM. ER-HoxA9 myeloid progenitors, lysozyme-GFP differentiation, flow cytometry. 360,000 tested, 1% active;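 active = normalized GFP-positive differentiation at or above the plate's own cutoff, the solvent-only control mean plus 3 SD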;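 also: cells exposed to compound for four days before flow analysis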
CSM14.1 death rescue: rescue of cells from ER stress-induced death, primary screen, 384-well, CSM14.1, thapsigargin, ATP luminescence (AID 1222). CSM14.1 thapsigargin-induced death rescue, ATP luminescence; higher % means a stronger effect. one-dose cellular ATP content (survival), % at 20 µM; EC50 in µM for titrated hits. 190,000 tested, under 10 active;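 active = EC50 below 50 µM in the dose-response confirmation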;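 also: death triggered by thapsigargin at about 15 µM added after 2 h compound pretreatment; cell ATP read after overnight thapsigargin exposure of roughly 18 to 22 hours; normalized against plate controls of thapsigargin alone and 5% DMSO vehicle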
XIAP antagonists: XIAP antagonists, biochemical, IAP family, fluorescence polarization (AID 1018); 200,000 tested, 0.007% active; one-dose displacement, % at 20 µM; IC50 in µM for titrated hits; XIAP BIR domain, fluorescence polarization peptide displacement; higher % means a stronger effect; in the data active = displacement above about 50%; also: a part of the inactive calls stands beside numbers as strong as those of hits
PMI inhibition: MPI inhibition at elevated mannose 6-phosphate – biochemical, fluorescence intensity, high mannose 6-phosphate, primary screen (AID 1220); recombinant PMI enzyme, coupled fluorescence intensity; higher % means a stronger effect; one-dose inhibition, % at 20 µM; IC50 in µM for titrated hits; 190,000 tested, 0.66% active
LYP phosphatase: PTPN22 lymphoid phosphatase activity blockers – biochemical, fluorescence intensity, uHTS (AID 1779); one-dose inhibition, % at 11.5 µM; IC50 in µM for titrated hits; recombinant LYP phosphatase, fluorescence intensity; higher % means a stronger effect; 290,000 tested, 0.054% active;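 also: plate controls were vehicle with enzyme for no effect and no enzyme for full effect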
M17LAP inhibition: P. falciparum M17LAP inhibitors, primary screen, biochemical, fluorogenic H-Leu-NHMec substrate, 1536-well (AID 1619); 220,000 tested, 0.38% active; recombinant M17LAP, H-Leu-NHMec fluorogenic kinetic assay; higher % means a stronger effect; inhibition, % at 30 µM; hits with a dose series show IC50 in µM;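 active = compound inhibiting the enzyme by more than half at any dose during confirmatory dose-response retesting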;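 also: plate controls were full reaction with DMSO carrier for no effect and no enzyme background for full effect; strong numbers were not always called active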
human PMI inhibition: MPI enzyme activity inhibition – biochemical, fluorescence intensity, coupled assay, primary screen (AID 1209); purified PMI enzyme, coupled fluorescence intensity; higher % means a stronger effect; inhibition, % at 20 µM; hits with a dose series show IC50 in µM; 190,000 tested, 0.42% active;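 also: plate controls were DMSO vehicle for no effect and wells lacking substrate for full effect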
Myeloid diff 2 GFP+ MAC1+ %: second read-out of Myeloid diff 2, no call of its own (marks repeat the call); GFP+ MAC1+ double positive, %; measured here: differentiation confirmed by MAC1 staining
* = called active by the depositor; i = inactive; x = no result given; + = active, no number. Rule as the data show it, unless noted: active = inhibition above about 50%; inactive = the rest. The order is random; overall some 2.7% were active at least once.

SMILES	M1AAP inhibition	TNAP activators	Myeloid diff 2	Myeloid diff 2 GFP+ MAC1+ %	CSM14.1 death rescue	XIAP antagonists	PMI inhibition	LYP phosphatase	M17LAP inhibition	human PMI inhibition
CCc1ccc(C(=O)NC(CCSC)C(=O)O)cc1 (stereo not drawn)	0%	1.1	i	0.7	-0.5%	-4.4%	6%	-4%	24%	4%
O=C(Nc1nccs1)c1cc(Cl)nc2ccccc12	12%	x	i	1.1	x	x	x	-2%	-2%	x
O=C(N/N=C/c1ccc(-c2cccc(C(F)(F)F)c2)o1)c1ccccc1Br	11%	1.1	i	6.2	-2.3%	-5.8%	-4%	-8%	-3%	0%
CN(CC(=O)NCCCN1CCOCC1)S(=O)(=O)c1ccc(Br)cc1	3%	1.1	i	0.9	-2.7%	-4.9%	-9%	-9%	-3%	17%
O=C(/C=C/c1ccc(S(=O)(=O)N2CCOCC2)cc1)NCCCn1ccnc1	-2%	1.1	i	0.4	-0.4%	-3.0%	16%	-4%	0%	-10%
CC(=O)n1c2ccccc2c2c1c1ccccc1n2C	2%	1.1	i	0.3	-1.1%	0.9%	-10%	-9%	-2%	-7%
Cc1cccc(NC2=C(Cl)C(=O)OC2NC(=O)c2ccccc2)c1 (stereo not drawn)	-1%	1.1	i	1.3	-3.6%	-6.8%	-4%	-9%	1%	-6%
O=C(Nc1ccc(N2CCOCC2)cc1)c1cccnc1	2%	1.1	i	0.7	-2.7%	-5.2%	8%	-5%	17%	6%
CCS(=O)(=O)c1nc(NC(C)=O)n[nH]1	2%	1	i	1.0	-1.5%	-5.5%	-5%	-9%	9%	-1%
O=S(=O)(c1ccccc1)N1CCSC1c1ccco1 (stereo not drawn)	6%	1	i	0.7	-0.2%	-6.3%	9%	-2%	11%	7%
CN(C)S(=O)(=O)c1ccc2c(c1)C(CC(=O)O)NC2=O (stereo not drawn)	12%	1	i	1.1	1.6%	-5.1%	-3%	-1%	-3%	-6%
Cc1cc(Cl)ccc1NC(=S)NCCCO	13%	1.2	i	1.0	-6.5%	0.1%	3%	-5%	1%	2%
CC(=NCc1cccnc1)C1=C(O)c2ccccc2C1=O	5%	1.1	i	2.3	-0.8%	-5.6%	6%	-8%	9%	8%
COc1ccc(NC(=O)CCN2C(=O)c3ccc([N+](=O)[O-])cc3C2=O)c(OC)c1	3%	1.1	i	0.7	-2.5%	-5.1%	4%	-7%	-24%	0%
Cn1c(-c2csc(-c3cccc(C(F)(F)F)c3)n2)n[nH]c1=S	3%	0.8	i	0.5	0.8%	-4.6%	-14%	-3%	-10%	-11%
CCN(Cc1ccccc1)C(=O)C1CCN(Cc2sccc2C)CC1	2%	1	i	0.8	-3.4%	-7.9%	-16%	-9%	-2%	-6%
O=C(Cn1cncn1)NCCC(c1ccccc1)c1ccccc1	6%	1.1	i	0.1	1.0%	-5.6%	5%	-7%	7%	13%
COc1ccccc1-c1nc(-c2ccccn2)no1	-2%	1.1	i	1.7	-5.1%	-1.6%	2%	-4%	11%	0%
CC1C(=O)N(c2ccc(S(=O)(=O)N(C)C)cc2)C1(/C=C/c1ccccc1)C(=O)NC1CCCC1 (stereo not drawn)	3%	1	i	0.6	-0.3%	-6.0%	0%	-6%	-6%	4%
CCC(c1nnnn1CCc1ccccc1)N(Cc1ccco1)Cc1cc2cccc(C)c2[nH]c1=O (stereo not drawn)	0%	1.1	i	1.0	-1.3%	-1.3%	2%	2%	3%	13%
O=C(c1ccc2c(c1)OCO2)N1CCC2(CC1)Oc1ccc(F)cc1C(=O)C21CC(c2ccccc2)=NO1 (stereo not drawn)	11%	x	i	2.1	x	x	x	4%	-2%	x
Clc1ccc(-c2c[n+](Cc3ccc(Cl)c(Cl)c3)c3n2CCC3)cc1	4%	1.1	x	x	-3.0%	-4.2%	2%	-9%	2%	4%
CSc1nc(C)cc(C)c1S(=O)(=O)c1ccccc1C	-2%	1.1	i	0.7	-1.8%	-6.1%	3%	-7%	12%	6%
C=CCSc1nc(N)c(C#N)c(-c2ccc(C)cc2)c1C#N	-2%	1.1	+	0.4*	-3.4%	-2.8%	13%	5%	0%	17%
O=C(CN1C(=O)c2ccccc2C1=O)Nc1ccc(N2CCOCC2)cc1	8%	1	i	0.9	0.8%	-5.6%	9%	-2%	49%	-3%
O=C(C1=C(O)C(=O)N(CCN2CCOCC2)C1c1ccncc1)c1ccco1 (stereo not drawn)	13%	1.1	i	0.5	-2.3%	-5.8%	-24%	0%	18%	-11%
COc1ccccc1N1CCN(C(=O)C(Sc2ccccc2)c2ccccc2)CC1 (stereo not drawn)	5%	0.9	x	x	-2.0%	-3.2%	11%	-5%	3%	9%
COc1ccc(NC(=O)N[C@@H](Cc2ccccc2)C(=O)NN)cc1	8%	x	i	0.4	x	x	x	-7%	9%	x
Cc1cccc(-c2n[nH]c(=S)n2/N=C/c2ccc(C)o2)c1	0%	1.1	i	0.5	-3.0%	-1.2%	7%	2%	-8%	4%
C=CCSc1ncccc1C(=O)O	1%	1	i	0.9	x	-6.6%	0%	-2%	-12%	11%

Six entries from above, with two lines to a compound.
Second line of a record – M1AAP inhibition | TNAP activators | Myeloid diff 2 | Myeloid diff 2 GFP+ MAC1+ % | CSM14.1 death rescue | XIAP antagonists | PMI inhibition | LYP phosphatase | M17LAP inhibition | human PMI inhibition
C=CCSc1ncccc1C(=O)O
 : 1% | 1 | i | 0.9 | x | -6.6% | 0% | -2% | -12% | 11%
COc1ccccc1N1CCN(C(=O)C(Sc2ccccc2)c2ccccc2)CC1 (stereo not drawn)
 : 5% | 0.9 | x | x | -2.0% | -3.2% | 11% | -5% | 3% | 9%
Cc1cccc(-c2n[nH]c(=S)n2/N=C/c2ccc(C)o2)c1
 : 0% | 1.1 | i | 0.5 | -3.0% | -1.2% | 7% | 2% | -8% | 4%
COc1ccc(NC(=O)N[C@@H](Cc2ccccc2)C(=O)NN)cc1
 : 8% | x | i | 0.4 | x | x | x | -7% | 9% | x
C=CCSc1nc(N)c(C#N)c(-c2ccc(C)cc2)c1C#N
 : -2% | 1.1 | + | 0.4* | -3.4% | -2.8% | 13% | 5% | 0% | 17%
O=C(C1=C(O)C(=O)N(CCN2CCOCC2)C1c1ccncc1)c1ccco1 (stereo not drawn)
 : 13% | 1.1 | i | 0.5 | -2.3% | -5.8% | -24% | 0% | 18% | -11%

Remaining list, next part.
SMILES	M1AAP inhibition	TNAP activators	Myeloid diff 2	Myeloid diff 2 GFP+ MAC1+ %	CSM14.1 death rescue	XIAP antagonists	PMI inhibition	LYP phosphatase	M17LAP inhibition	human PMI inhibition
Cc1csc(NC(=O)CSc2ccc(-c3ccc(F)cc3)nn2)n1	2%	1.1	i	0.4	5.2%	-10%	0%	0%	-2%	7%
C/C(CC(=O)Nc1ccc2c(c1)OCCO2)=N\NC(=O)C(=O)Nc1ccccc1C	7%	1.1	i	0.4	-0.2%	-0.4%	-8%	0%	-1%	-6%
Cc1ccc(Sc2nnc(-c3ccccc3)cc2C#N)cc1	5%	1.1	i	1.1	2.5%	-0.2%	4%	-3%	-3%	16%
C=CCO/N=C(/CCC)C1=C(N)CC(C)(C)CC1=O	9%	1.1	i	0.4	0.1%	-1.5%	-11%	0%	-2%	-5%
CN(C)c1ccc(-c2nnc(-c3cccs3)o2)cc1	6%	1.1	i	0.3	-1.8%	-5.7%	-6%	-5%	-3%	-1%
Cn1cc(CN2CCC(CO)(CCCc3ccccc3)CC2)c(-c2ccccc2)n1	6%	x	i	0.4	x	x	x	-11%	21%	x
CCOc1ccc(C(=O)NCCn2cc(SCC(=O)Nc3cc(C)on3)c3ccccc32)cc1	2%	1	i	1.0	-0.6%	-3.8%	7%	-5%	-3%	2%
Cc1ccnc(NC(=O)C(C)N2C(=O)c3ccccc3C2=O)c1 (stereo not drawn)	0%	1.1	i	0.8	1.8%	-2.7%	3%	-12%	-2%	7%
CCOC(=O)C1(Cc2ccccc2C(F)(F)F)CCN(C(C)CSC)CC1 (stereo not drawn)	x	1.1	i	0.2	-1.7%	-2.6%	-6%	-14%	x	-3%
NNc1nc(Nc2ccccc2)nc(Nc2ccccc2)n1	0%	1.4	i	0.1	1.2%	-19%	19%	2%	16%	13%
Cc1cc(C)cc(NC(=O)C2CC(=O)n3ncnc3N2)c1 (stereo not drawn)	-1%	1.1	i	0.4	0.3%	-5.5%	-2%	-10%	1%	-3%
COc1ccc2c(c1)c1nc3ccccc3nc1n2Cc1ccc(OC)c(OC)c1	-4%	1.1	i	0.9	3.7%	-0.4%	7%	2%	-1%	15%
COC(=O)C(Cc1ccc(O)cc1)NC(=O)C(C)Oc1ccccc1 (stereo not drawn)	6%	1.1	i	1.0	-0.7%	-0.6%	7%	-3%	1%	9%
CCNC(=O)Cn1cc(C(F)(F)F)cc(Cl)c1=O	3%	x	i	0.8	x	x	x	-9%	-6%	x
CCN1C(=O)C2(C(C(=O)c3ccc(C)o3)=C(O)C(=O)N2CCCN2CCOCC2)c2ccccc21 (stereo not drawn)	4%	1.1	i	5.0	-1.1%	-5.9%	-31%	-3%	-3%	-14%
O=C(Nc1ccn(Cc2ccccc2F)n1)c1ccc(COc2ccc(Cl)cc2Cl)o1	-1%	1.1	i	1.1	-2.0%	5.9%	19%	2%	15%	20%
CSc1nc(C)cc(OCC(=O)N2CCOCC2)n1	-1%	1.1	i	0.8	-2.6%	-1.6%	-17%	-10%	0%	-7%
COC(=O)c1ccccc1NC(=O)C(CCS(C)(=O)=O)NC(C)=O (stereo not drawn)	5%	1.1	i	0.8	-1.3%	-3.8%	-4%	-6%	11%	-1%
CCOC(=O)NC(NC(=S)Nc1ccc(OC)cc1)C(Cl)(Cl)Cl (stereo not drawn)	3%	1.2	i	0.7	15%	-3.8%	0%	-8%	-5%	4%
CCOc1ccc(NC(=O)CN2CCN(C3c4ccccc4-c4ccccc43)CC2)cc1	8%	1.2	i	6.3	-2.0%	-6.3%	-8%	8%	10%	-6%

Limited to human PMI inhibition, for 2 of the compounds above:
| SMILES | human PMI inhibition |
| --- | --- |
| COC(=O)c1ccccc1NC(=O)C(CCS(C)(=O)=O)NC(C)=O (stereo not drawn) | -1% |
| CCOC(=O)NC(NC(=S)Nc1ccc(OC)cc1)C(Cl)(Cl)Cl (stereo not drawn) | 4% |

Additional structures:
SMILES	M1AAP inhibition	TNAP activators	Myeloid diff 2	Myeloid diff 2 GFP+ MAC1+ %	CSM14.1 death rescue	XIAP antagonists	PMI inhibition	LYP phosphatase	M17LAP inhibition	human PMI inhibition
COC(=O)NCc1ccc(Cl)c(Cl)c1	17%	1.2	i	0.5	1.1%	0.3%	6%	-3%	-1%	6%
CCn1nc(C)c(CNC(=O)Nc2ccc3c(c2)OCO3)c1C	9%	1.1	i	0.2	-4.6%	-3.7%	6%	-3%	-8%	-2%
Cc1ccc2nc(C3CCCN(C(=S)Nc4cccc(C)c4C)C3)[nH]c2c1 (stereo not drawn)	6%	1.1	i	3.1	0.3%	-0.4%	8%	-1%	5%	8%
O=C(/C=C/c1ccc2ccccc2n1)c1cc(Cl)ccc1O	1%	x	+	2.5*	x	x	x	5%	-16%	x

Source: PubChem BioAssay
